# BAP1 inh = human BAP1 deubiquitinase inhibition | Q92560 | recombinant BAP1, Ub-AMC hydrolysis fluorescence kinetic; hits give low values | activity remaining (% of control), % at 20 µM | 0.48% of 72,000 active;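 active = activity remaining at or below 50% of control, provided the compound also passes the data quality filters; inactive = the rest, including low values that fail the filters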;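 note: 100% = DMSO wells rate and 0% = substrate alone blank rate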
# Target sequence (Q92560 whole entry, looked up): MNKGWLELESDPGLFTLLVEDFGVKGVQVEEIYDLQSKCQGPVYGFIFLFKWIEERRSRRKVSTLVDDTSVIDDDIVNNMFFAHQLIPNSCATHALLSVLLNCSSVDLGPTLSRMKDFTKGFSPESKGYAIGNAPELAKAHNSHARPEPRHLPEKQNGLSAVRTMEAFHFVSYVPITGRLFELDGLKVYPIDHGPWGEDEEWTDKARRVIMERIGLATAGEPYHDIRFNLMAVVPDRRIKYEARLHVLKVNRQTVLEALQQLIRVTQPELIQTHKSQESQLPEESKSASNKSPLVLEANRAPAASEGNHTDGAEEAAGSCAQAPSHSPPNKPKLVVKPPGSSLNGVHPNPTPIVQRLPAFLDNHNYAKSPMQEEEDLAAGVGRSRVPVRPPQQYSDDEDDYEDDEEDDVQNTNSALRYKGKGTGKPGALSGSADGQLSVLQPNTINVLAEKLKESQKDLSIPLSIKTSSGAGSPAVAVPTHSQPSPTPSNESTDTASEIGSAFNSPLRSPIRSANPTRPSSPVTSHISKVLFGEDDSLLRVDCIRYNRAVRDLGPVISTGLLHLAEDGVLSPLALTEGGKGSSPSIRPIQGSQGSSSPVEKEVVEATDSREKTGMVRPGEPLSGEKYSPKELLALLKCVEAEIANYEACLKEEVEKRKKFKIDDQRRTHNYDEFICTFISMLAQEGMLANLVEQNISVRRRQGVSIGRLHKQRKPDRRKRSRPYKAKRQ
# HePTP inh = blocks human HePTP tyrosine phosphatase | P35236 | recombinant HePTP phosphatase activity, OD absorbance | inhibition, % at 20 µM | 0.64% of 110,000 active | AID 521; in the data active = inhibition above about 50%;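 note: plate controls were vehicle for no effect and reference inhibitor for full effect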
# An asterisk follows results filed as active; nt = no result given; & = joins results of further samples.
Structure	BAP1 inh	HePTP inh
CC(C)(C)OC(=O)COc1ccc2cc(-c3nc4ccccc4s3)c(=O)oc2c1	nt	-10
c1ccc2[nH]c(CSc3ncnc4c3oc3ccccc34)nc2c1	85	1
CCc1ccc(-c2csc(N3N=C(c4cccs4)CC3c3ccc(F)cc3)n2)cc1 (centres undefined)	nt	-9
Cn1nnnc1SCC(=O)NC(C)(C)C	nt	0
CC(=O)CC(=O)Nc1cccc2c1CCCC2	90	-5
O=C(NC(=S)Nc1cccnc1)c1ccco1	nt	3
CCOC(=O)C1=C(C)N(c2ccccc2)C(=S)NC1c1ccc(OC)cc1 (centres undefined)	nt	6
Cc1cccc(/N=C/c2ccccc2O)n1	nt	10
O=C(CC(c1ccco1)S(=O)(=O)c1ccccc1)c1ccc(F)cc1 (centres undefined)	82	6
CCOC(=O)N1CCN(C(=O)CSc2nnc(-c3cc(OC)cc(OC)c3)o2)CC1	104	7
CCCCN(CCCC)C(=O)c1ccccc1Cl	nt	6
Cc1ccccc1NC(=O)c1c(NC(=O)C(C)(C)C)sc2c1CCCC2	nt	5
CCN(CC)S(=O)(=O)c1ccc(C)cc1	71	nt
CN1C(=O)C(O)(CC(=O)c2ccccc2O)c2cc(Br)ccc21 (centres undefined)	90	7
CN1CCN(S(=O)(=O)c2ccc(Cc3ccc(S(=O)(=O)N4CCN(C)CC4)cc3)cc2)CC1	94	9
CCOc1ccc(C(=O)Nc2c3c(nn2-c2ccc(F)cc2)CS(=O)C3)cc1 (centres undefined)	99	6
CCCn1c(NCc2cc(OC)ccc2OC)nc2ccccc21	101	4
N#Cc1c(NC(=O)c2ccc(S(=O)(=O)N3CCCC3)cc2)sc2c1CCC2	77	nt
CCn1cc(S(=O)(=O)CC(=O)Nc2cccc(C)c2)c2ccccc21	92	-1
Cc1cc(Cl)ccc1OCCOCCN1CCC(C)CC1	nt	0
Cc1ccc2nc(C)cc(OCC(=O)O)c2c1	94	6
Nc1nc2sc3c(c2cc1C(=O)N1CCOCC1)CCCC3	83	0
O=C(/C=C/c1ccc([N+](=O)[O-])cc1)Nc1ccc2ccccc2c1	nt	3
Cc1ccc(C(=O)NC(C(=O)N2CCCCC2)C23CC4CC(CC(C4)C2)C3)cc1 (centres undefined)	128	nt
O=C(O)C1CCCN1c1ncnc2c1oc1ccccc12 (centres undefined)	89	-5
Cc1cc2c(c(=O)n1Cc1cccnc1)C(Cc1ccccc1)C(C#N)=C(N)O2 (centres undefined)	100	4
Cn1c(=O)cc(OCCCC(=O)N2CCN(c3ccccc3)CC2)c2ccccc21	97	3
O=c1c2ccccc2nc(/C=C/c2c[nH]c3ccccc23)n1-c1cccc([N+](=O)[O-])c1	nt	-2
CC(C)CC1(C)NC(=O)N(CC(=O)NC(=O)Nc2ccc3c(c2)OCCO3)C1=O (centres undefined)	nt	3
COc1cccc(N2CC(C(=O)NC3CCCCC3)CC2=O)c1 (centres undefined)	130	-5
Cn1c(=O)c(C(=O)NC2CCCC2)c(O)c2ccccc21	nt	-22
CC(C)(C)N(Cc1ccccc1)C(=O)CN1C(=O)/C(=C/c2ccccc2)SC1=S	nt	-2
COc1ccccc1N(CC(=O)Nc1ccc(Cl)cc1)S(=O)(=O)c1ccccc1	nt	-15
COc1ccc(OC)c(S(=O)(=O)NCc2cn3cccc(C)c3n2)c1	99	nt
CCCC1CC(C)(C(=O)Cn2[nH]c(=O)ccc2=O)OC1=O (centres undefined)	100	4
CN(C)c1ccc(/C=C2\N=C(c3ccc4c(c3)OCO4)OC2=O)cc1	nt	2
CN=C(Nc1ccc(Cl)c(Cl)c1)SC1CC(=O)N(c2cccc(OC)c2)C1=O (centres undefined)	nt	-4
CCOc1ccc(C(=O)Nc2ccc(CC)cc2)cc1Br	nt	1
CCOC(=O)c1cccc(NC(=O)CSc2nnnn2C)c1	103	7
CCOC(=O)C1=C(c2ccccc2)OC(N)=C(C#N)C1C1CCCCC1 (centres undefined)	nt	2
CCCCOc1ccc(NC(=O)c2cccc(Br)c2)cc1	nt	2
COCCn1c(=O)[nH]c2cc(C(=O)NCCN3CCN(c4cccc(Cl)c4)CC3)ccc2c1=O	nt	11
CC(C)c1nnc(NC(=O)Cc2cccs2)s1	95	10
Cc1nn(CC(C)C)c(=S)[nH]c1=O	97	1
CCOC(=O)c1c(C(=O)OCC)c(C)n(N2C(=O)CSC2=S)c1C	98	10
COc1ccc(CNC(=O)C2CCCN2S(=O)(=O)c2ccccc2)cc1 (centres undefined)	94	6
COC(=O)c1cccc(NC(=O)C2C3CCC(C3)C2C(=O)O)c1 (centres undefined)	97	1
Cn1c(SCC(=O)Nc2ccccc2Oc2ccccc2)nc2ccccc2c1=O	70	nt
Cc1cnc(C(=O)Nc2ccc(F)c(F)c2)cn1	100	-1
CC1CC(C)(C)NC(C)c2ccccc21 (centres undefined)	104	10
C=CCNc1ncnc2c1cnn2-c1ccc(Cl)cc1	90	-8
O=c1c2c3c(sc2nc(SCc2ccccc2)n1Cc1ccccc1)CCC3	nt	2
CCOC(=O)C1CCN(C(=O)c2ccc(I)cc2)CC1	nt	-1
Cc1ccc(NC(=O)/C=C\C(=O)O)cc1C	nt	8
Cc1cccc(N2CCN(C(=O)CCn3c(=S)[nH]c4cc5c(cc4c3=O)OCO5)CC2C)c1 (centres undefined)	67	6
O=C(NCCO)Nc1ccc(Cc2ccc(NC(=O)NCCO)cc2)cc1	nt	13
Cn1nccc1C(=O)Nc1ccc(OC(=O)c2ccnn2C)cc1	107	3
Cc1cccc(Nc2nc(N)nc(CN3CCN(c4ccccc4)CC3)n2)c1	98	-3
CCOC(=O)C1=C(C)N=c2s/c(=C\c3ccccc3OC)c(=O)n2C1c1ccc(C)cc1 (centres undefined)	nt	-8
COc1ccc(NC(=O)c2ccc(CSc3ccc(Br)cc3)cc2)cc1	nt	-5

# One compound at a time (already shown):
# Results for O=c1c2c3c(sc2nc(SCc2ccccc2)n1Cc1ccccc1)CCC3 : BAP1 inh: nt; HePTP inh: 2
# Results for CCOC(=O)C1CCN(C(=O)c2ccc(I)cc2)CC1 : BAP1 inh: nt; HePTP inh: -1

# The list continues:
Structure	BAP1 inh	HePTP inh
Oc1ccccc1CNCCCNCc1ccccc1O	78	8
Cn1c(=O)c2c(nc(OCc3cccnc3)n2Cc2ccccc2)n(C)c1=O	nt	8
O=C(O)[C@H]1NCCC[C@H]1C(=O)O	100	nt
COc1ccc(OC)c(NC(=O)N[C@@H](Cc2ccccc2)C(=O)O)c1	102	3
O=C1S/C(=C\c2ccc(Br)o2)C(=O)N1c1ccc(Cl)cc1	nt	5
Cc1cc(NC(=O)CCCC(=O)OCC(F)(F)C(F)F)cc(C)c1C(=O)O	100	8
Cc1ccc(-n2cc(/C=c3\sc4nc5cc(C)c(C)cc5n4c3=O)cn2)cc1C	nt	11
CCOC(=O)C1CCCN(C(=O)C2CCN(Cc3nc(-c4ccc(Cl)cc4)oc3C)CC2)C1 (centres undefined)	114	11
C=CCNC(=O)C1CC(=O)N(c2ccc(OCC(=O)Nc3ccc(C)cc3)cc2)C1 (centres undefined)	96	5
O=C(O)c1ccc(NC(=O)c2cc3cc(Br)ccc3oc2=O)cc1	nt	26
O=C(Nc1ccncc1)c1ccccc1F	93	13
S=c1[nH]nc(-c2cccnc2)n1Cc1ccccc1	87	6

# Random excerpt: 5 entries already listed.
Structure	BAP1 inh	HePTP inh
CCOC(=O)C1CCCN(C(=O)C2CCN(Cc3nc(-c4ccc(Cl)cc4)oc3C)CC2)C1 (centres undefined)	114	11
COc1ccc(OC)c(NC(=O)N[C@@H](Cc2ccccc2)C(=O)O)c1	102	3
C=CCNC(=O)C1CC(=O)N(c2ccc(OCC(=O)Nc3ccc(C)cc3)cc2)C1 (centres undefined)	96	5
O=C(O)c1ccc(NC(=O)c2cc3cc(Br)ccc3oc2=O)cc1	nt	26
Cn1c(=O)c2c(nc(OCc3cccnc3)n2Cc2ccccc2)n(C)c1=O	nt	8

# (continued)
Structure	BAP1 inh	HePTP inh
Cc1cc(C)cc(OCC(=O)NC2=NCCS2)c1	92	15
CCN1C(=O)c2ccccc2S1(=O)=O	nt	-7
O=C(Cc1ccccc1)Nc1ccc(CN2CCOCC2)cc1	105	-4
O=C(COc1ccc(Cl)cc1)Nc1ccc(-c2nc3ccccc3o2)c(O)c1	nt	1
COc1ccc(CNC(=O)CN(c2c(C)n(C)n(-c3ccccc3)c2=O)S(=O)(=O)c2ccccc2)cc1	nt	6
CNC(=O)c1nnn(-c2ccccc2)c1C(=O)NC	117	3
COc1cccc(OC)c1C(=O)N1CCN(C(=O)C2CC2)CC1	112	nt
O=C(c1cccc(Nc2nc(-c3ccccc3)c3cc(Cl)ccc3n2)c1)N1CCOCC1	nt	12
O=[N+]([O-])c1ccc(OCc2ccccc2Cl)cc1	nt	-13
CC(=Nc1ccc(N)cc1)C1=C(O)c2ccccc2C1=O	nt	13
CN(C1CCS(=O)(=O)C1)S(=O)c1ccc2ccccc2c1 (centres undefined)	nt	2
COc1ccc(-c2nnc3sc(COc4ccccc4)nn23)cc1	111	3
C/C(=N\Nc1cc(-n2nc(C)cc2C)nc(C)n1)c1ccc(Cl)c(Cl)c1	nt	2
CCOC(=O)c1ccc2nc(C(F)(F)F)[nH]c(=O)c2c1	158	2
CN=Cc1sc2ccccc2c1O	87	5
COc1ccccc1OCc1ccc(C(=O)OCC2CCCO2)o1 (centres undefined)	106	6
COc1cc(NC(=O)c2cc(Cl)c(OC)c(Cl)c2)ccc1NC(=O)c1ccco1	nt	-19
Cc1ccc(-c2cc(C(=O)O)c3cc(Br)ccc3n2)cc1	nt	3
CC(C)(C)NC(=O)C(c1ccc(OCC(N)=O)cc1)N(C(=O)c1cccnc1)C1CC1 (centres undefined)	106	8
CC1CCC/C(=C\Nc2ccccc2C(=O)O)C1=O (centres undefined)	84	2
NC(=O)C1CCN(c2ccc(C(F)(F)F)cc2[N+](=O)[O-])CC1	nt	-10
NC(=O)C1CCN(C(=O)c2cccc(I)c2)CC1	nt	4
O=C(CN1C(=O)/C(=C\c2ccccc2F)SC1=S)Nc1ccc(C(=O)O)cc1	nt	53*
O=C(O)c1ccc(-c2ccccc2)[nH]1	102	-2

# Next section:
smiles	BAP1 inh	HePTP inh
Cc1nc2ccccc2c(=O)n1/N=C/c1ccc(O)cc1	107	7
CN1CCN(C2=NC(=O)/C(=C\c3cccc4c3OCO4)S2)CC1	nt	6
COc1ccc(N(CC(=O)NC(C)(C)C)S(=O)(=O)c2ccc(C)cc2)cc1OC	nt	-1
Cn1c(SCC(=O)Nc2cccc(F)c2)nnc1-c1cc2ccccc2o1	nt	8
CSc1ccc(NC(=O)NCCCN2CCN(c3ccccc3F)CC2)cc1	99	4
CC(=O)c1c(NC(=O)C(C)C)nc(C)nc1-c1ccccc1	97	6
C(=C\c1ccccc1)/CSc1nnc(-c2ccccn2)n1Cc1ccco1	123	5
O=C(COc1ccc(Cl)cc1Br)NCC1CCCO1 (centres undefined)	nt	8
COc1ccc(/C=C/C(=O)n2nc(C)cc2C)cc1	nt	-1
CC(C)Cc1[nH]c(=O)c(C#N)c2c1CCCC2	nt	3
O=C(Cn1c(C(=O)N2CCN(C3CCCC3)CC2)cc2sccc21)c1ccccc1	103	4
CC1(C)CC(=O)CC(=Nc2ccc(F)cc2)C1	nt	7
CCOC(=O)C1=C(CC)NC2=C(C(=O)CC(C)(C)C2)C1c1ccccc1F (centres undefined)	60	nt
CCN(CC)c1ccc2cc(-c3nnc(-c4ccncc4)o3)c(=O)oc2c1	72	3
Cc1nnc(SCC(=O)Nc2nc(-c3ccccc3)cs2)n1N	102	-2
CCOc1ccc(C(NC(=O)c2ccccc2F)c2ccc(OC)c(OC)c2)cc1 (centres undefined)	nt	-5
CCC(C#CCN1CCCCC1)(CC)OCCC#N	104	3&5
COC(=O)c1ccc(OCC(O)Cn2c3ccccc3c3ccccc32)cc1 (centres undefined)	nt	-6
CN1C2=CC=CC=CC2=[N+](C)C12C=CC(=[N+]([O-])[O-])C=C2[N+](=O)[O-] (centres undefined)	nt	-10
Clc1cccc(C=Nc2ccc(N=Cc3cccc(Cl)c3Cl)cc2)c1Cl	nt	-7
O=C1CC(c2ccccc2)CC2=C1CN(C1CCCCC1)CN2 (centres undefined)	101	7
CC1CCCN(C(=O)c2ccc3nc[nH]c3c2)C1 (centres undefined)	101	-7
Cn1cccc1C(=O)NC(=O)CSc1cccc[n+]1[O-]	96	10
Cn1c(N2CCCC2)nc2c1c(=O)n(Cc1ccc(Cl)cc1)c(=O)n2C	100	3
CCOc1cc(/C=C2/SC(N)=NC2=O)ccc1OCc1ccc(F)cc1	nt	-5
O=C(CSc1nnc(-c2cccs2)n1CC1CCCO1)c1cc2ccccc2o1 (centres undefined)	73	10
O=C1c2cccc3cccc(c23)C(=O)N1CCOCc1ccccc1	nt	10
Cc1ccc2oc(=O)c3cc(C(=O)NCc4ccco4)sc3c2c1	nt	2
O=C(Nc1cccc(Cl)c1N1CCCC1)c1ccc(Br)o1	nt	8
COc1cccc(N=c2ssc3c2-c2ccc(OC)cc2NC3(C)C)c1	nt	-12
CCOc1ccc2nc(NC(=O)Nc3cccs3)sc2c1	82	0
O=C(NCc1ccco1)c1cnn2c1NC(c1ccccc1)CC2C(F)(F)F (centres undefined)	101	1&2
C=CCNC(=O)COc1ccc(Br)c(C)c1	nt	-3
COc1ccc(NC(=O)N2CCN(S(C)(=O)=O)CC2)cc1OC	97	10
Cn1nc(-c2ccc(OCC(=O)NCC3CCCO3)cc2)c2ccccc2c1=O (centres undefined)	112	-16

# Screening results (PubChem)

# Random draw from the library. Share with any hit: about 0.83%.
